High-throughput results as filed in PubChem.
TbREL1 primary = TbREL1 inhibition, primary screen. P86926. TbREL1 RNA ligation, FRET fluorescence. inhibition, % at 9.66 µM. 89,000 compounds, 0.49% hits;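 active = inhibition above the mean inhibition across all screened compounds plus 3 SD, cut at about 11% in these data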;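 also: 0% = plate median of test wells and 100% = NSC42067 control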
Target sequence (P86926 whole entry, looked up): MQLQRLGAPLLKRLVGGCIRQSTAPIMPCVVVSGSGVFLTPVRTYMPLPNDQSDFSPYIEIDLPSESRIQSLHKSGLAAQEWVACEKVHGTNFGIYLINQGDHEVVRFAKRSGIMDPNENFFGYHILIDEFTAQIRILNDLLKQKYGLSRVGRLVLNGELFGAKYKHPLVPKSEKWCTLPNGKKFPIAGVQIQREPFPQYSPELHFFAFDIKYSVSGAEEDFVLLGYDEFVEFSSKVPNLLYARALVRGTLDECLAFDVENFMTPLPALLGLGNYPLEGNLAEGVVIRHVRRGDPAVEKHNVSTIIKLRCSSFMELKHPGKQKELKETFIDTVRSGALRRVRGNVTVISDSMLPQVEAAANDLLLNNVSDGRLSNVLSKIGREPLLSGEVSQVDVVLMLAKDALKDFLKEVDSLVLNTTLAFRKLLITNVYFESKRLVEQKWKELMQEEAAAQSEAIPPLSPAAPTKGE
The depositor's hits bear a star. A portion of the library; the hit share may differ from the screen's.

SMILES	TbREL1 primary
Cc1ccc(C)c2sc(N3CCN(C(=O)c4ccc([N+](=O)[O-])o4)CC3)nc12	2
O=C(Oc1cc(=O)n2ccccc2n1)c1ccccc1	1
CN(CC(=O)Nc1ccccc1Br)C(=O)CCCSc1nc2ccccc2[nH]1	1
CN(C)S(=O)(=O)c1ccc(C(=O)N2CCN(S(=O)(=O)c3ccc4c(c3)OCCO4)CC2)cc1	4
COCCNC(=O)CSc1nc(-c2ccc(OC)c(OC)c2)cc(C(F)(F)F)n1	2
CC(C)n1c(=O)c2ccccc2n1Cc1cn(Cc2ccccc2)nn1	1
Cc1ccc(-n2nnnc2CSc2nnc(-c3ccc(O)cc3)o2)cc1	0
COCCCNC(=S)Nc1ccc2c(c1)OCCO2	-5
COc1cccc(-c2nnc(SCc3cc(C)ccc3C)n2Cc2ccco2)c1	3
CCOC(=O)c1c(C)[nH]c(C(=O)COc2ccc3ccc(=O)oc3c2)c1C	1
CN1CCCC1CCNc1ccc2sc3ccccc3c(=O)c2c1 (stereo not drawn)	-4
COc1ccc(NC(=O)C2(c3ccc(NC(=O)c4ccc(OC(C)=O)cc4)cc3)CCCC2)cc1	0

Rewritten in markdown: part of the list above.
| smiles | TbREL1 primary |
| --- | --- |
| CN(C)S(=O)(=O)c1ccc(C(=O)N2CCN(S(=O)(=O)c3ccc4c(c3)OCCO4)CC2)cc1 | 4 |
| COCCNC(=O)CSc1nc(-c2ccc(OC)c(OC)c2)cc(C(F)(F)F)n1 | 2 |
| CC(C)n1c(=O)c2ccccc2n1Cc1cn(Cc2ccccc2)nn1 | 1 |

New compounds follow:
SMILES	TbREL1 primary
Cc1ccn2c(=O)nc(SCC(=O)NCc3ccccc3Cl)nc2c1	1
Cc1ccc(-c2ccc(CN3C(C(C)C)C(=O)N(Cc4cn(CCC5OCCO5)nn4)CCS3(=O)=O)cc2)c(C)c1 (stereo not drawn)	-1
O=C(C1CCN(S(=O)(=O)c2ccccc2F)CC1)N1CCN(Cc2ccc3c(c2)OCO3)CC1	-4
CC(=O)Nc1ccc(S(=O)(=O)N2CCN(C(=O)Cc3ccccc3)CC2)cc1	-2
O=S(=O)(NCc1cccnc1)c1ccc(Cl)c(Cl)c1Cl	3
C=C(c1ccc(OC)cc1)c1ccc(OC)cc1	0
COC(=O)CNC(=O)/C=C/c1cc(Br)ccc1OC	2
CCOC(=O)C1=CCN(S(=O)(=O)c2ccccc2Cl)C1c1ccccc1 (stereo not drawn)	0
O=C(CNC(=O)c1ccccc1F)NCCc1ccccc1F	4
CCOC(=O)c1c(S(=O)(=O)NCC2CCN(Cc3cccc(F)c3)CC2)c(C)n(C)c1C	-9
COc1ccc(C(C)(C)C)cc1NC(=O)CCn1[nH]c(=O)ccc1=O	1
CCN(c1ccccc1)S(=O)(=O)c1ccc(C(=O)Nc2ccc(C)cn2)cc1	1
CCOC(=O)N1CCC(NC(=O)CCC(=O)N2CC(C)Oc3ccccc32)CC1 (stereo not drawn)	0
CCOC(=O)c1oc2c(c1C)C(=O)CCC2	3
O=C(C1CCCN1S(=O)(=O)c1cccc([N+](=O)[O-])c1)N1CCN(c2ccccc2)CC1 (stereo not drawn)	-1
Cc1ccccc1OCC(=O)OCC(=O)NC1CC1	1
CSCCC1NC(=O)C(C(C)=Nc2ccccc2)=C1O (stereo not drawn)	-3
Cc1cccc(N(CC(=O)NCCSCc2ccccc2)S(C)(=O)=O)c1	-1
Cc1ncoc1C(=O)Nc1ccccc1-c1ccccc1	0
Cc1ccc(S(=O)(=O)c2ccc(Cl)cc2)cc1S(=O)(=O)N1CCOCC1	1
CC(=O)c1sc(NC(=O)c2ccc(F)c(F)c2)nc1C	3
CC(=O)SCCC(=O)N1C(C)CCCC1C(=O)O (stereo not drawn)	0
CN(C(=O)COC(=O)c1cccc(F)c1)c1ccccc1	-1
CCc1ccc(NC(=O)CCC(=O)N2CCSc3ccccc32)cc1	-1

Pulled by compound from the list above:
SMILES	TbREL1 primary
CN(C(=O)COC(=O)c1cccc(F)c1)c1ccccc1	-1
O=C(C1CCCN1S(=O)(=O)c1cccc([N+](=O)[O-])c1)N1CCN(c2ccccc2)CC1 (stereo not drawn)	-1
Cc1ccccc1OCC(=O)OCC(=O)NC1CC1	1
CSCCC1NC(=O)C(C(C)=Nc2ccccc2)=C1O (stereo not drawn)	-3
CCc1ccc(NC(=O)CCC(=O)N2CCSc3ccccc32)cc1	-1
Cc1ccc(S(=O)(=O)c2ccc(Cl)cc2)cc1S(=O)(=O)N1CCOCC1	1
Cc1cccc(N(CC(=O)NCCSCc2ccccc2)S(C)(=O)=O)c1	-1

Next entries follow:
SMILES	TbREL1 primary
CCCC/C(O)=C1\C(=O)CC(C)(C)CC1=NCCCCCC(=O)O	-3
COc1ccc(CN(C(=O)Cc2c[nH]c3ccccc23)C(C(=O)NC2CCCCC2)c2ccc(C)o2)cc1 (stereo not drawn)	-2
C=CC(C)n1c(Br)nc2c1c(=O)[nH]c(=O)n2C (stereo not drawn)	-1
Cc1ccc(CCNC(=O)C2CCCN(c3nc4ccccc4o3)C2)cc1 (stereo not drawn)	-4
COc1ccc(-c2nnc3sc(CN4C(=O)c5ccccc5C4=O)nn23)cc1	4
O=C(COc1ccc2ccccc2c1)N1CCCC1	3
COc1ccc(CCN(CC(=O)NC2CCCC2)C(=O)CCC(=O)Nc2cc(C)on2)cc1OC	-2
Cc1ccc(C(=O)Oc2cc(-c3ccccc3)no2)cc1	0
CC1CCCN(CC(O)COc2ccc(S(=O)(=O)N3CCCC3)cc2[N+](=O)[O-])C1 (stereo not drawn)	8
N=c1n(N)c2ccccc2n1CC(=O)c1ccc(Br)cc1	2
Cc1ccc(NC(=O)CSc2nnc(CSc3nc(C)cc(C)n3)n2Cc2ccco2)c(C)c1	-4
c1ccc2c(C[C@@H]3CNCCN3CCCCC3CCCCC3)cccc2c1	14*
COc1cc2cc(/C=C/C(=O)c3ccco3)c(Cl)nc2cc1OC	-2
Cc1nn(-c2ccccc2)c2sc(C(=O)NC3CCCc4ccccc43)cc12 (stereo not drawn)	3
COC(=O)c1ccc(CNC(=O)COC(=O)CCC(=O)c2ccc(F)cc2)cc1	4
CC(=O)OCc1c(C(F)(F)F)nn(C)c1SCc1ccc(Cl)cc1	0
Cc1ccc(/C=C2/NC(=O)N(Cc3ccccc3)C2=O)s1	0
O=C(COc1ccc([N+](=O)[O-])cc1Cl)Nn1cnnc1	6
COc1ccc(NC(=O)c2cc(Cl)ccc2NC(=O)c2ccco2)c(OC)c1	3
COC(=O)c1sccc1NC(=O)C1C2C=CC(C2)C1C(=O)O (stereo not drawn)	2
COc1ccc(CCCC(=O)NCC(=O)N/N=C/c2cc(Cl)ccc2OC)cc1	2
COc1ccc(Cl)cc1Nc1cc(C)nc2ncnn12	3
CCOc1ccc(S(=O)(=O)NCc2ccccn2)cc1NC(=O)c1ccccc1F	-1
Cc1cc(OCC(=O)N2CCOCC2)ccc1[N+](=O)[O-]	4
NC(=O)c1nsc(C(=O)N(c2ccc(Cl)cc2)C(C(=O)NCC2CCCO2)c2cccs2)c1N (stereo not drawn)	-6
Cc1cc([N+](=O)[O-])nn1CC(=O)Nc1ccc(Cl)cn1	0
COC(=O)[C@@]12CCCCC=C1N(CCc1ccc(Cl)cc1)C(=O)[C@H]2CC(=O)NCc1ccc(OC)c(OC)c1	-3
COc1ccccc1NC(=O)N1CCCC1C(=O)NCc1ccccc1Cl (stereo not drawn)	5
COc1cccc(C(=O)c2c[nH]c(C(=O)NCCCN(C)C)c2)c1	-2
O=C(Nc1ccc(Br)cc1)c1cc(S(=O)(=O)Nc2ccccn2)ccc1Cl	0
CN(C)c1ccc(C(CN)c2c[nH]c3ccccc23)cc1 (stereo not drawn)	-6
COc1ccc(OC)c2sc(NNC(=O)C3COc4ccccc4O3)nc12 (stereo not drawn)	-4
CC(=O)c1c(C)[nH]c(C(=O)N2CCN(S(=O)(=O)c3ccc(C)cc3C)CC2)c1C	-1
Cn1c(CCN2CCN(c3ccccc3)CC2)nc2cc(NC(=O)c3ccco3)ccc21	2
O=C(c1ccccc1F)N1CCCC(c2ccccc2)C1 (stereo not drawn)	-1
CCCCCn1c(CN2CCN(c3cc(Cl)ccc3C)CC2)nc2c1c(=O)[nH]c(=O)n2C	4
Cc1cc(NS(=O)(=O)c2ccc(NC(=O)Nc3ccc4c(c3)OCO4)cc2)no1	-2
C[C@H]1CCC/C=C/C(=O)c2c(cc(O)c(Cl)c2O)CC(=O)O1	0
CCCN=CC1=C(O)CC(c2ccccc2)CC1=O (stereo not drawn)	-2
CCCc1cc2c(cc1NC(=O)c1ccco1)OCO2	1
C[C@@]12CCC[C@H](O1)[C@@H]([C@H](O)c1ccccc1)O2	-2
O=C(CSc1nccc(=O)[nH]1)NCc1ccco1	3
CN(C(=O)COC(=O)c1ccc(CN2CCCC2=O)cc1)c1ccccc1	-3
COC(=O)[C@@]12C[C@@H](CC(=O)NCCc3ccccc3OC)C(=O)N(Cc3ccccc3)C1=CCC(C)(C)C2	-1
CC(=O)Nc1ccc(S(=O)(=O)N(C)c2ccc(OCCOc3ccccc3F)cc2)cc1	-3
O=C(CCN1C(=O)C2C3C=CC(C3)C2C1=O)N1CCN(c2ccccn2)CC1 (stereo not drawn)	0
O=C(Cn1sc2ccccc2c1=O)N1CCN(C(=O)c2ccco2)CC1	3
COc1cc(-c2ccccc2)nc2ccccc12	2

A draw from above in order of molecular weight, high to low.
SMILES	TbREL1 primary
Cc1ccc(-n2nnnc2CSc2nnc(-c3ccc(O)cc3)o2)cc1	0
Cc1ccc(CCNC(=O)C2CCCN(c3nc4ccccc4o3)C2)cc1 (stereo not drawn)	-4
O=C(Oc1cc(=O)n2ccccc2n1)c1ccccc1	1

3 compounds already listed, ordered by the value under TbREL1 primary, rising:
SMILES	TbREL1 primary
COc1ccc(C(C)(C)C)cc1NC(=O)CCn1[nH]c(=O)ccc1=O	1
O=C(Cn1sc2ccccc2c1=O)N1CCN(C(=O)c2ccco2)CC1	3
CC1CCCN(CC(O)COc2ccc(S(=O)(=O)N3CCCC3)cc2[N+](=O)[O-])C1 (stereo not drawn)	8

(cont.)
SMILES	TbREL1 primary
COc1ccc(CCNC(=S)NNC(=O)c2c(Br)c(C)nn2C)cc1OC	-7
CC1CC(C)CN(C(=O)Nc2ccccc2F)C1 (stereo not drawn)	-2
O=C(NC1CCCCC1)C1CC(=O)N(Cc2ccccc2)C1 (stereo not drawn)	-3
O=C(C1CC(=O)N(C2CCCC2)C1)N1CCN(c2cccc(C(F)(F)F)c2)CC1 (stereo not drawn)	1
Cc1[nH]c2ccccc2c1C(=O)C(=O)N1CCOCC1	7
CCOc1ccccc1NC(=O)c1ccc2c(c1)C(=O)N(CC1CCCO1)C2=O (stereo not drawn)	0
O=C(N/N=C/c1ccc(O)c(O)c1)c1cccc(S(=O)(=O)N2CCCC2)c1	5
Cc1ccc(C(=O)N2CCN(c3ccc(N4CCOCC4)nn3)CC2)cc1	-3
O=C(c1ccco1)N1CCN(CC(=O)N2CCCc3c2c(=O)oc2ccc(O)cc32)CC1	-1
CCOC(=O)c1ccccc1NC(=O)c1c(N)n(C)c(=O)[nH]c1=O	1
COc1ccccc1-c1ccc(=O)n(CC(=O)NCc2ccc3c(c2)OCO3)n1	-3
Oc1ccc(C[C@H]2CNC(=S)N2C[C@H]2CCCN2C[C@H](Cc2ccccc2)N2C[C@H](Cc3ccccc3)N(CC3CCCCC3)C2=S)cc1	-4
CC1(C2(O)CCCCC2)NCCc2ccccc21 (stereo not drawn)	2
Cn1c(NCc2ccccc2F)nc2cc(-c3cccc(Cl)c3)sc2c1=O	1
CCOC(=O)N1CCC(N2CCN(S(=O)(=O)c3ccc(OC)cc3)CC2)CC1	-3
CC1(C)CC(=O)C2=C(C1)OC(N)=C(C#N)C2c1ccoc1 (stereo not drawn)	2
O=C(NCCCN1CCCC1=O)Nc1ccc(Br)cc1Cl	2
COC(=O)c1cccc(NC(=O)NC(=O)c2ccc(Cl)cc2)c1	1
COc1ccc(NC(=O)C2=CC(c3ccco3)=NS(=O)(=O)N2C)cc1OC	-2
O=S(=O)(c1cccc2nonc12)N1CCCCC1	5
Cc1cc(N2CCOc3ccccc32)nc2ccccc12	8
COc1ccccc1-n1cnnc1SCC(=O)Nc1cc(C(C)(C)C)nn1-c1ccccc1	-3
COC(=O)CSc1nnc(-c2ccc(NS(=O)(=O)c3ccc(C)c(C)c3)cc2)o1	-2
O=C(CSc1nncs1)Nc1ccc(S(=O)(=O)N2CCCC2)cc1	2
CCOC(=O)Cc1nnc(NC(=O)COc2ccc(OC)cc2)s1	1
Cc1nc2ccccc2n1CCC(=O)Nc1cccc(F)c1	0
O=C(NC(NCc1cccnc1)C(Cl)(Cl)Cl)c1cccc2ccccc12 (stereo not drawn)	-1
Cc1cccc(C(=O)Nc2ccc3c(c2)C(=O)N(CC(C)C)C3=O)c1	6
O=C(NC1CC1c1ccccc1)N1CCC(c2nc3ccc(Cl)cc3[nH]2)CC1 (stereo not drawn)	5
CCOC(=O)c1c(NC(=O)/C=C/C(=O)O)sc(C)c1-c1ccc(F)cc1	1
N#CC1CCN(c2ncccc2[N+](=O)[O-])CC1	-1
O=C1C2C3c4ccccc4C(c4ccccc43)C2C(=O)N1/N=C/c1cccc(O)c1 (stereo not drawn)	-1
O=C(COC(=O)c1ccccn1)Nc1nc(-c2cccc([N+](=O)[O-])c2)cs1	4
COC(=O)c1c(NC(=O)Cn2cc([N+](=O)[O-])cn2)sc2c1CCC2	1
CC(C)Oc1ccc(N2C(=O)c3ccccc3C2=O)cc1	1
Cc1ccc(S(=O)(=O)N2CCC(C(=O)NCC3CC3)CC2)cc1	-1
N#Cc1c(-c2ccccc2)[nH]c(=S)[nH]c1=O	5
O=S(=O)(N/N=C1/CCCc2ccccc21)c1ccc(Br)cc1	0
COc1ccc(OCc2cc(C(=O)N3CCCC(CO)C3)no2)c2ccccc12 (stereo not drawn)	4
Cc1cccc(NC(=O)c2ccc3c(=O)n(CC4CCCO4)c(=S)[nH]c3c2)c1 (stereo not drawn)	-5
c1ccc(-c2csc(NC3CCCCC3)n2)cc1	-5
COc1ccc(-c2nc(CSCC(=O)N3CCC(C(N)=O)CC3)c(C)o2)cc1OC	0
CCCC(c1nnnn1CS(=O)(=O)c1ccc(C)cc1)N1CCN(c2ccc(F)cc2)CC1 (stereo not drawn)	0
CCN(CC)CCNC(=O)C1c2ccccc2C(=O)N(C)C1c1cn(C)c2ccccc12 (stereo not drawn)	-3
O=S1(=O)c2c(cccc2N2CC[C@H](O)C2)OCCCN1C1CC1	4
O=C(/C=C/c1ccnc2ccccc12)c1cccs1	-3
